Assay outcomes (PubChem BioAssay)
GSK3 alpha inh = blockers of GSK3A enzyme activity – biochemical, luminescence, cell-free homogeneous, HTS, primary screen. 320,000 tested, 0.1% active. GSK-3 alpha kinase, ADP-Glo luminescence, 60 min. Glycogen synthase kinase-3 alpha (Homo sapiens), P49840. inhibition, % at 10 µM;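 in the data active means inhibition above about 50%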;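 further: GST-tagged GSK-3 alpha with peptide substrate and 25 µM ATP; 0% = DMSO neutral wells and 100% = GW8510 positive control wells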
Target sequence (P49840 whole entry, looked up): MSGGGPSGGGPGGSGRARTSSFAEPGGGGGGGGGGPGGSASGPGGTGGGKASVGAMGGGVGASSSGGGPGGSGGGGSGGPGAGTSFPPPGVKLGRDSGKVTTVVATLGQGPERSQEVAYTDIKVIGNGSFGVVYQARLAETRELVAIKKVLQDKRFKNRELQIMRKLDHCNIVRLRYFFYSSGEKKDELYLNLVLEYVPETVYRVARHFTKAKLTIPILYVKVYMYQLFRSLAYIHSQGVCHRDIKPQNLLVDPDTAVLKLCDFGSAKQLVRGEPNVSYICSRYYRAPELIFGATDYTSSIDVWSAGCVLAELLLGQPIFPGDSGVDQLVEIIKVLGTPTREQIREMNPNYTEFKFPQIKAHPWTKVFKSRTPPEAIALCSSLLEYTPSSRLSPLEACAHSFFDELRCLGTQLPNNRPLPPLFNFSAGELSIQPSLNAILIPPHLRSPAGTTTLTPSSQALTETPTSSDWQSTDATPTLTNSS
GSK3B inh = human GSK3beta kinase inhibitors, primary screen, biochemical, cell-free homogeneous, HTS; 300,000 tested, 0.038% active; AID 2097, 2009; activity score (negative = inhibition), % at 10 µM; GST-GSK3beta kinase, ADP-Glo luminescence, 60 min; hits give low values;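 active means more than half of replicate wells score below -50%, meaning over 50% inhibition versus plate controls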;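 further: 0% = median DMSO wells and -100% = median GW8510 positive control wells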
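Assay system: GST-tagged human GSK3beta kinase, cell-free; Input: 1.6 ng GSK3beta; Medium: Tris/MgCl2 kinase buffer; Timing: 60 min enzyme reaction, room temperature; Signal: ADP-Glo luminescence quantifying ADP generated by kinase; Evaluation: score relative to plate controls; Benchmarks: DMSO neutral wells and GW8510 at 20 µM as positive.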
DYRK1A inh = rat Dyrk1A kinase inhibitors, primary screen, biochemical, single point, plate reader | ADP-Glo luminescence, NFATc1 peptide | inhibition, % at 12.5 µM | 310,000 tested, 0.43% active; in the data active means inhibition above about 50%;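 further: plate controls were vehicle with enzyme for no effect and no enzyme for full effect; many of its hits are not listed in these tables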
hERG rescue = hERG rescue from dofetilide block, primary screen, cell-based, CHO-hERG, FluxOR thallium flux, dofetilide IC70 | dofetilide IC70 present | Voltage-gated inwardly rectifying potassium channel KCNH2 (Homo sapiens), Q12809 | activation (rescue from dofetilide block), less the hit threshold, % at 10 µM | 310,000 tested, 0.51% active;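 active means activation above the mean of controls blocked by dofetilide plus 5 SD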;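 further: thallium influx through hERG after potassium depolarization seen as dye fluorescence rise; in these data hits start at about 4.7%; inactives centre near -7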
KCNQ1 pot = potentiators or activators of KCNQ1 channel, primary screen, cell-based, thallium flux, high-throughput. Potassium voltage-gated channel subfamily KQT member 1 (Homo sapiens), P51787. CHO-K1 KCNQ1, thallium flux FluxOR fluorescence; hits give high values. B-score at 10 µM. 310,000 tested, 0.35% active. AID 2648, 2010;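 active means fluorescence ratio B-score, a plate-corrected score, at least three library SD, with initial intensity B-score within 5 SD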
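Schedule – 37 °C overnight plating, 90-min dark dye load, 20-min compound pretreatment · System – stable KCNQ1 CHO-K1 line · Probe or stimulus – thallium- and potassium-containing depolarizing buffer · Measured by – kinetic FluxOR fluorescence, 10 s baseline plus 110 s post-stimulus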
KCNQ1 block = inhibitors of human KCNQ1 channel, primary screen, cell-based, thallium flux, high-throughput; CHO-K1 KCNQ1, FluxOR thallium flux fluorescence; hits give high values; 310,000 tested, 1.3% active; B-score at 10 µM; Potassium voltage-gated channel subfamily KQT member 1 (Homo sapiens), P51787;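 active means compounds whose thallium flux B-score, printed positive for inhibition, exceeds three library SD while starting fluorescence stays within three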;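 further: channel opened by potassium depolarization with thallium stimulus after 20 min compound exposure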
RGS4 inh = RGS4 inhibitors, primary screen, cell-based, HEK293 M3R inducible RGS4, calcium flux. Fluo-4 calcium flux; hits give high values; triggered by carbachol at its EC20. 310,000 tested, 0.45% active. B-score at 10 µM;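 active means B-score, a plate-corrected calcium signal, over three deviations above library mean, with baseline fluorescence within five deviations of library mean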;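 further: RGS4 expression induced by doxycycline in cells with stable M3 receptor; B-score is computed from the integrated fluorescence ratio over baseline after carbachol; higher B-score means a larger calcium signal and so more RGS4 inhibition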
Target sequence (P49798 whole entry, looked up): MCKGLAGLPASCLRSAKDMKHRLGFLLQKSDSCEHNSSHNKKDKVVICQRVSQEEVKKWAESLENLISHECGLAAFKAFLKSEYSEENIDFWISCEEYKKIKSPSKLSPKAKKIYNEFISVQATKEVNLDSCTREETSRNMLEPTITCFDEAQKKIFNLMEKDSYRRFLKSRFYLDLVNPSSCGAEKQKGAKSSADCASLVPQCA
KCNK3 block = human KCNK3 channel inhibitors, primary screen, CHO cells, FluxOR thallium flux, B-score. Potassium channel subfamily K member 3 (Homo sapiens), O14649. FluxOR fluorescence; hits give low values. B-score at 10 µM. 340,000 tested, 0.84% active. AID 602410, 2012;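 active means B-score under library mean minus 4 SD, starting fluorescence ratio at most library mean plus 5 SD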;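 further: more negative B-score means stronger inhibition of thallium flux through KCNK3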
KCNK9 inh = KCNK9 potassium channel inhibitors, primary screen, HEK293 cells, thallium flux; B-score at 10 µM; Potassium channel subfamily K member 9 (Homo sapiens), Q9NPC2; AID 488922, 2010; FluxOR thallium flux fluorescence; hits give low values; 310,000 tested, 1.2% active;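 active means ratio B-score over 3 SD below the library mean, with starting fluorescence within 5 SD of its mean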;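 further: negative B-score means less thallium flux so channel inhibition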
Target sequence (Q9NPC2 whole entry, looked up): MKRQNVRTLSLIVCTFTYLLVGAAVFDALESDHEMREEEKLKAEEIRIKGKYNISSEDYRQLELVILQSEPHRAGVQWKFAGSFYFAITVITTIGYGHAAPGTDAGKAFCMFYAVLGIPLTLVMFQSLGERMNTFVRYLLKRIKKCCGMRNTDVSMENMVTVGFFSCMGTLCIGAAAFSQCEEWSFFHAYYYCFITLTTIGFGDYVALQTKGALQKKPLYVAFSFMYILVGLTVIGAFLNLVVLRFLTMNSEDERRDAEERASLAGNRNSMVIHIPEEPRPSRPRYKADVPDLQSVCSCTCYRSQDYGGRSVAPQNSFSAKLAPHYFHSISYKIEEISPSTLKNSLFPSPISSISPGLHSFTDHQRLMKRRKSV
RGS4 pot = RGS4 potentiators or activators, primary screen, cell-based, HEK293 M3R inducible RGS4, calcium flux; carbachol calcium flux Fluo4; hits give low values; B-score at 10 µM; 310,000 tested, 0.92% active;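 active means B-score of the integrated calcium signal more than 4 SD below the library mean, with starting fluorescence not abnormally high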;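 further: negative B-score means reduced calcium response which marks RGS4 activation or potentiation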
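System: HEK293 FlpIn-TREx cells, stable M3R, doxycycline-inducible RGS4. Timing: overnight RGS4 induction, 30 min dye load 37 °C, 20 min compound RT. Also added: carbachol, ECmax concentration. Measured by: Fluo4 fluorescence kinetic imaging of calcium. Evaluation: integrated calcium ratio converted to B score.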
PolyA inh = polyadenylation inhibitors in yeast reporter cells, primary screen, luminescence, S. cerevisiae. S. cerevisiae SKY197-pL101 polyadenylation reporter, beta-gal luminescence; efflux-impaired pdr1/pdr3 knockout yeast; score 100 = 6 SD above DMSO. calls only at 12 µM. 300,000 tested, 0.02% active;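 active means lowest replicate activity score at least 50, where 100 means six control SD above control mean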;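 further: yeast exposed to compound for 9 h at 30 °C; higher score means more reporter readthrough which indicates perturbed polyadenylation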
Numbers without * were called inactive; i = inactive; . = no result given.

Results follow in this order: GSK3 alpha inh | GSK3B inh | DYRK1A inh | hERG rescue | KCNQ1 pot | KCNQ1 block | RGS4 inh | KCNK3 block | KCNK9 inh | RGS4 pot | PolyA inh
O=C(C1CCN(S(=O)(=O)c2ccc(F)cc2)CC1)N1CCOCC1
    2 | 0 | 8 | -6 | i | i | i | i | i | i | i
COc1cccc(-n2c(SCC(=O)Nc3nc4ccccc4s3)nc3ccccc3c2=O)c1
    -3 | 1 | . | -14 | i | i | i | . | i | i | i
O=C(CNC(=O)c1ccc(-c2ccccc2)cc1)OCc1c(Cl)cccc1Cl
    -2 | 0 | -3 | -3 | i | i | i | i | i | i | i
N#Cc1ccc(C(=O)Nn2cnnc2)cc1
    0 | 0 | -1 | -12 | i | i | i | i | i | i | i
Cc1cc(C)cc(CC2CC(=O)N(c3nc(C)cc(C)n3)C2=O)c1 (stereo not given)
    2 | 0 | 1 | -7 | i | i | i | i | i | i | i
CC(C)COCC1CC2(CC(C)C(=O)CC2=O)C(=O)O1 (stereo not given)
    -1 | -5 | 0 | -5 | i | i | i | i | i | i | i
COc1cccc(CNC(=O)c2c(C)nn(-c3ccccc3)c2C)c1
    0 | 1 | 1 | -6 | i | i | i | i | i | i | i
Cc1ccc(N)c2c1OCCC2=O
    0 | 3 | -2 | -7 | i | i | i | i | i | i | i
C/C(NCCCn1ccnc1)=C(\C#N)C(N)=O
    51* | -22 | 6 | -10 | i | i | i | i | i | i | i
CC(C)(C)OC(=O)NCC(=O)Oc1cc2oc(=O)cc(-c3ccccc3)c2cc1Cl
    0 | 6 | -2 | -1 | i | i | i | i | i | i | i
Cc1ccc(NC(=O)CC(=O)Nc2ccc(C)c(C)c2)cc1C
    0 | -2 | -7 | -5 | i | i | i | i | i | i | i
O=C(CNC(=O)c1ccco1)NCC(=O)OCc1c(F)cccc1Cl
    -1 | 1 | 3 | -12 | i | i | i | i | i | i | i
CCN(CC)CC(O)COc1ccc2c(c1)c(C(C)=O)c(C)n2-c1ccccc1 (stereo not given)
    1 | -4 | 0 | -8 | i | i | i | i | i | i | i
O=C(O)CN(c1ccc2c(c1)OCCO2)S(=O)(=O)c1ccccc1
    -2 | 0 | 1 | -7 | i | i | i | i | i | i | i
COc1cccc(/C=C/C(=O)Nc2ccc3[nH]c(=O)[nH]c3c2)c1
    1 | -5 | -1 | -9 | i | i | i | i | i | i | i
O=C(NCCN1CCOCC1)c1cc(Sc2ccc(F)cc2F)nc2ccccc12
    -2 | 2 | -1 | -12 | i | i | i | i | i | i | i
Cc1ccc(/C=C(\C#N)C(=O)Nc2ccccn2)o1
    1 | 1 | 2 | -5 | i | i | i | i | i | i | i
CC(C)Cc1nc2n[nH]c(N)c2c2c1CCC2
    0 | 1 | 0 | -7 | i | i | i | i | i | i | i
CCOc1ccc(N(C(C)C(=O)NCc2ccco2)S(C)(=O)=O)cc1 (stereo not given)
    0 | -3 | 8 | 1 | i | i | i | i | i | i | i
Cn1c(SCC(=O)N2CCN(c3ccccc3)CC2)nnc1-c1ccco1
    -3 | -2 | 7 | -11 | i | i | i | i | i | i | i

One compound at a time (already shown). Values in the order: GSK3 alpha inh, GSK3B inh, DYRK1A inh, hERG rescue, KCNQ1 pot, KCNQ1 block, RGS4 inh, KCNK3 block, KCNK9 inh, RGS4 pot, PolyA inh
Entry for `COc1cccc(CNC(=O)c2c(C)nn(-c3ccccc3)c2C)c1` = 0, 1, 1, -6, i, i, i, i, i, i, i
Entry for `C/C(NCCCn1ccnc1)=C(\C#N)C(N)=O` = 51*, -22, 6, -10, i, i, i, i, i, i, i
Entry for `COc1cccc(-n2c(SCC(=O)Nc3nc4ccccc4s3)nc3ccccc3c2=O)c1` = -3, 1, ., -14, i, i, i, ., i, i, i
Entry for `Cc1ccc(/C=C(\C#N)C(=O)Nc2ccccn2)o1` = 1, 1, 2, -5, i, i, i, i, i, i, i

Remaining list, next part:
Results follow in this order: GSK3 alpha inh | GSK3B inh | DYRK1A inh | hERG rescue | KCNQ1 pot | KCNQ1 block | RGS4 inh | KCNK3 block | KCNK9 inh | RGS4 pot | PolyA inh
CN(CCCNS(=O)(=O)c1cccc2cccnc12)Cc1ccccc1
    3 | -5 | 5 | -6 | i | i | i | i | i | i | .
COc1ccc(/C=C/CN2CCC(n3nccc3NC(=O)C3CC3)CC2)cc1
    -1 | -2 | -2 | -9 | i | i | i | i | i | i | i
CC(=O)c1c(C)[nH]c(C(=O)NC2=NCCS2)c1C
    -1 | 1 | 10 | -7 | i | i | i | i | i | i | i
CC(NC(=O)c1c(F)cccc1Cl)c1ccc(-n2ccnc2)cc1 (stereo not given)
    0 | -3 | 10 | -8 | i | i | i | i | i | i | i
OCC1(CCOc2ccccc2)CCN(Cc2cccn2-c2ncccn2)CC1
    -2 | 2 | 3 | -9 | i | i | i | i | i | i | i
COc1ccc(-c2c(C(F)(F)F)oc3c(CN4CCN(C)CC4)c(O)ccc3c2=O)cc1
    0 | 1 | 7 | -9 | i | i | i | i | i | i | i
C/C(=N\NC(=O)c1ccc(NS(=O)(=O)c2cccs2)cc1)c1ccc(O)cc1O
    0 | 1 | -4 | -19 | i | i | i | i | i | i | i
CC(C)(C)NC(=S)NCCc1ccccc1
    -1 | -5 | 0 | -5 | i | i | i | i | i | i | i
Cc1ccc(C)c(S(=O)(=O)N2CCN(C(=O)Cn3[nH]c(=O)c4ccccc4c3=O)CC2)c1
    -6 | -2 | 6 | -8 | i | i | i | i | i | i | i
Cc1cc(C)c(S(=O)(=O)Nc2ccccc2C(=O)N2CCOCC2)c(C)c1
    -3 | 1 | 3 | -7 | i | i | i | i | i | i | i
Cc1cc(C)nc(NC(=NCCc2c[nH]c3ccccc23)NC(=O)C(C)(C)C)n1
    -6 | 3 | -8 | -6 | i | i | i | i | i | i | i
COc1ccc(OC)c(S(=O)(=O)NC2CCCCC2)c1
    . | -2 | -6 | 0 | i | i | i | i | i | i | i
CCOC(=O)c1sc(NC(=O)Cn2nnc3sc4c(c3c2=O)CCC(C(C)(C)C)C4)nc1C (stereo not given)
    0 | 3 | -3 | -11 | i | i | i | i | i | i | i
S=C1NC(c2ccccc2)=NCN1c1ccccc1
    . | 0 | 0 | -8 | i | i | i | i | i | i | i
N#Cc1ccccc1Cn1c(=O)n(C2CCCC2)c(=O)c2ccccc21
    3 | -2 | -1 | -9 | i | i | i | i | i | i | i
N#Cc1c(NC(=O)c2ccncc2)sc2c1CCC2
    2 | 0 | 6 | -8 | i | i | i | i | i | i | i
N#CC1=C2SCN(Cc3ccccc3)CN2C(=O)CC1c1ccc2c(c1)OCO2 (stereo not given)
    6 | -16 | -1 | -10 | i | i | i | i | i | i | i
O=C(CCCN=C1NS(=O)(=O)c2ccccc21)OCC(=O)c1ccccc1
    -1 | -4 | 9 | -7 | i | i | i | i | i | i | i
COc1ccc(S(=O)(=O)N2CC(=O)Nc3ccccc32)cc1C
    -2 | -3 | -5 | -11 | i | i | i | i | i | i | .
O=C1/C(=C\c2ccc(O)c(O)c2)N=C2CCCCCN12
    3 | -2 | 19 | -12 | i | i | i | i | i | i | i

Going on with the list:
Molecule | GSK3 alpha inh | GSK3B inh | DYRK1A inh | hERG rescue | KCNQ1 pot | KCNQ1 block | RGS4 inh | KCNK3 block | KCNK9 inh | RGS4 pot | PolyA inh
COc1ccc(S(=O)(=O)N2CCOCC2)cc1NC(=O)CN1CCCCCC1 | -1 | 0 | 0 | -8 | i | i | i | i | i | i | i
O=C(O)CCCC(=O)Nc1cccc(C(=O)Nc2ccccc2C(=O)O)c1 | -2 | 0 | 6 | -1 | i | i | i | i | i | i | i
O=C1CSC(=Nc2cccc([N+](=O)[O-])c2)N1 | -2 | 3 | 7 | -4 | i | i | i | i | i | i | i
CCOC(=O)n1c(=O)n(C)c2ccc(Br)cc21 | 3 | -2 | 17 | -8 | i | i | i | i | i | i | i
Cc1nnc(NC(=O)c2cccc(F)c2)s1 | 0 | 2 | 4 | -4 | i | i | i | i | i | i | i
COC(=O)C(Cc1cnc(Cl)s1)(C(=O)OC)c1ccccc1[N+](=O)[O-] | 2 | 2 | 4 | -11 | i | i | i | i | i | i | i
Cc1ccc(CNc2ccc(CNc3ncn[nH]3)cc2)cc1 | . | 5 | 1 | -9 | i | i | i | i | i | i | i
Cc1cc(C)n2nc(C(=O)Nc3nccs3)nc2n1 | 3 | 0 | -5 | -7 | i | i | i | i | i | i | i
COc1cc(C)c(CNc2cccc(C)c2)cc1C | -4 | -6 | . | -6 | i | i | i | i | i | i | i
CC1CCCC(C)N1CCCNC(=O)C1CCCN(c2ncnc3c2nc2n3CCCCC2)C1 (stereo not given) | -2 | 3 | -4 | -2 | i | i | i | i | i | i | i

Shown as a hit in GSK3 alpha inh, among the entries above:
compound | GSK3 alpha inh | GSK3B inh | DYRK1A inh | KCNQ1 pot | KCNQ1 block | RGS4 inh | KCNK3 block | KCNK9 inh | PolyA inh
C/C(NCCCn1ccnc1)=C(\C#N)C(N)=O | 51* | -22 | 6 | i | i | i | i | i | i

An excerpt, so the mix of outcomes need not match the whole.
